# AmpC inh detg: qHTS Inhibitors of AmpC Beta-Lactamase (assay with detergent); AmpC hydrolysis of nitrocefin, absorbance 480 nm, 0.01% Triton; Potency, µM (titrated, usually from 114 µM), for inactives: at the highest dose activity change, negative = inhibition, most hits filed as inhibitors; 0.041% of 370,000 active; AID 485294, 2010;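 also: potency is read from the fitted curve at half-maximal effect; 0% = no-compound wells and -100% = no-enzyme wells; nearly all actives have a fitted effect of over 25% in size; some results filed as inactive show a strong effect at the top dose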
# Target sequence (P00811 whole entry, looked up): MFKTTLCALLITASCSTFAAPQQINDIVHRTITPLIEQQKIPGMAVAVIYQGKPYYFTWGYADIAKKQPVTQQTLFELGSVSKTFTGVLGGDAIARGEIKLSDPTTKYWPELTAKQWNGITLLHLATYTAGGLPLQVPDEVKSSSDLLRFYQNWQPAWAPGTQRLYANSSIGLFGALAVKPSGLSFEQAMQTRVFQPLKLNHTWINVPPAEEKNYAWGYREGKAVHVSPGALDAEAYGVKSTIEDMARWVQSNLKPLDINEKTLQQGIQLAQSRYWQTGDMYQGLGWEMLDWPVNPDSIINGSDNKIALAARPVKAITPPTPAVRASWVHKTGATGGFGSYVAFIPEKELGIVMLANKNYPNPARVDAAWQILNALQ
#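 20 mM phosphate pH 7.0 + 0.01% (detergent screen) or 0.0001% Triton X-100; 5.3 nM AmpC reagent; cpd preinc 15 min RT; nitrocefin (800 uM stock) to start; A480 q20 s × 4 min; Activity was normalised to no-enzyme and no-compound control wells.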
# HCMV inh: qHTS Assay for inhibitors of the human cytomegalovirus (HCMV) | activity change, negative = inhibition, % at 57.5 µM | 4.5% of 410,000 active | HFF cells, HCMV-luciferase reporter, 72 h; stronger effect = lower value | AID 1259415, 2018; in the data active = activity change below about -60%; inconclusive = no clear call, values can overlap the other calls; inactive = above about -39%
#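 Two compound doses tested in HFFs infected with HCMV-luciferase, MOI 1 PFU/cell, 72 h at 37C. Lysate luminescence read with OneGlo; data normalized against buffer-only and 10uM Salinomycin inhibitor controls.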
# FBPA Giardia inh: qHTS Assay for Inhibitors of Fructose-1,6-bisphosphate Aldolase from Giardia Lamblia. A8B2U2. purified Giardia FBPA. Potency, µM (top dose mostly 59.6 µM), for inactives: top-dose activity, negative = inhibition, usual class: inhibitors. 0.71% of 290,000 active. AID 2451, 2010; also: potency is read from the fitted curve at half-maximal effect; nearly all actives have a fitted effect of over 55% in size
# Target sequence (A8B2U2 whole entry, looked up): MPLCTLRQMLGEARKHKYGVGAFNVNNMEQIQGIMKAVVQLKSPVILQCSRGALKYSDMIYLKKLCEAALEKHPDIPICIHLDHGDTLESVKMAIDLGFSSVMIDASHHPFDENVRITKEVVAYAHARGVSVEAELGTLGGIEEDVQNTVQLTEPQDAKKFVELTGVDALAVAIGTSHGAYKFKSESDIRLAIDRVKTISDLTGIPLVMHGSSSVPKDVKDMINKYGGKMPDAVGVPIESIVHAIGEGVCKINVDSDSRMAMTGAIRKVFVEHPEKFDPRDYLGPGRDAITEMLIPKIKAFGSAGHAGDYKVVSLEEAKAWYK
#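 Giardia FBPA (40 nM reagent) was preincubated 10 min at RT with compound (up to 57.5 uM final), then substrate plus GAPDH/TPI/NAD/arsenate coupling system with diaphorase/resazurin was added; resorufin fluorescence (525/598 nm) was read after 20 min.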
# Sm TGR inh: qHTS Assay for the Inhibitors of Schistosoma Mansoni Peroxiredoxins; purified TGR, DTNB reduction, TNB absorbance 405 nm; Potency, µM (highest dose often 114 µM), for the others: at the highest dose activity change, negative = inhibition, usual class: inhibitors; 3% of 360,000 active; AID 485364, 2010; also: potency is read from the fitted curve at half-maximal effect; nearly all actives have a fitted effect of over 60% in size
#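 Kinetic colorimetric format: TGR-catalysed, NADPH-driven DTNB reduction monitored via TNB absorbance. Enzyme dispensed at 20 nM; compound exposure 15 min at room temperature before reaction start.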
# HCV inh: qHTS Assay for Inhibitors of Hepatitis C Virus (HCV). Huh7.5.1 HCVcc-Cre infection, luciferase reporter, 44 h. Potency, µM (titrated, usually from 41.8 µM), for the others: top-dose activity change, negative = inhibition, usual class: inhibitors. 3.4% of 340,000 active. AID 651820, 2012; also: potency is read from the fitted curve at half-maximal effect
#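 Whole-lifecycle infectious HCVcc-Cre system; cells 1,000/well, compound then virus (~0.5 moi) added 4 h after plating, 44 h culture. Luciferase read 15 sec following 15 min substrate incubation, room temp.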
# AmpC no deterg: qHTS Inhibitors of AmpC Beta-Lactamase (assay without detergent); P00811; AmpC nitrocefin hydrolysis, absorbance 480 nm, 0.0001% Triton; Potency, µM (top dose mostly 57.1 µM), for inactives: at the top dose activity change, negative = inhibition, actives largely listed as inhibitors; 0.52% of 330,000 active; AID 485341, 2010;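 also: potency is read from the fitted curve at half-maximal effect; plate controls were no compound for no effect and no enzyme for full effect; nearly all actives have a fitted effect of over 20% in size; some results filed as inactive show a strong effect at the top dose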
#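 20 mM phosphate pH 7.0 + 0.01% (detergent screen) or 0.0001% Triton X-100; 5.3 nM AmpC reagent; cpd preinc 15 min RT; nitrocefin (800 uM stock) to start; A480 q20 s × 4 min; Activity was normalised to no-enzyme and no-compound control wells.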
# * marks the source's active call; other numbers are inactive results; ? = inconclusive; nt = not tested or not shown; [ ] = dose if it differs, or a comment. Unless noted, calls follow the shape of the dose curve; as a rule, active = well fitted curve in the direction sought with a large enough effect; inconclusive = small, poorly fitted or top-dose-only effect, or another doubt; inactive = no such curve, though single readings can be large; an effect the other way counts as inactive or inconclusive. Unless noted, % is scaled to controls: 0 for no effect and ±100 for the full control effect.
SMILES,AmpC inh detg,HCMV inh,FBPA Giardia inh,Sm TGR inh,HCV inh,AmpC no deterg
Cc1cc(C(c2ccc(O)cc2)c2cc(C)c(O)cc2C)c(C)cc1O,-11%,42,-1%,-4%,?,-27%
COc1ccc(NC(=O)c2ccc(NC(=O)c3ccco3)cc2)c(OC)c1,-5%,-36,3%,-7%,?,-32%
Cc1ccc2cc(CN(CC3CCCO3)C(=O)NC3CCCCC3)c(=O)[nH]c2c1C (centres undefined),1%,?,13%,11%,-29%,27%
Cn1c(SCc2ccc(Cl)cc2)nnc1C1CC1,-4%,-6,?,-12%,3%,-13%
O=C(CCCCCn1c(=S)[nH]c2cc3c(cc2c1=O)OCO3)N1CCN(C2CCCCC2)CC1,-1%,-35,-2%,11%,-26%,79%[activator]
Cc1ccc2[nH]c(-c3cccc(N)c3)cc2c1,?,114,-8%,5%,-15%,-24%
CC(=O)c1ccccc1NC(=O)Cn1c(=O)cnc2ccccc21,0%,9,2%,-4%,13%,-34%
CC(C)N(Cc1cnn(C)c1)Cc1nc(-c2ccc(Cl)cc2)no1,1%,-9,-3%,7%,-21%,84%[activator]
Cc1ccc(NC(=O)c2sc3nc[nH]c(=O)c3c2C)cc1C,1%,201,nt,3%,nt,nt
CCOC(=O)Cn1c(=O)c2c(nc(N3CCOCC3)n2C)n(C)c1=O,0%,20,4%,-16%,22%,-3%
N#C/C(=C(/O)c1cc2ccccc2o1)c1nc2ccccc2s1,-5%,-3,-5%,-3%,8%,-29%
CCC(=O)Nc1ccc(C(=O)NNC(=O)c2cc(OC)c(OC)c(OC)c2)cc1,1%,12,3%,6%,4%,-10%
CCC(=O)N1CCc2cc(Br)cc(S(=O)(=O)Nc3ccccc3C(=O)OC)c21,6%,6,nt,-3%,nt,nt
CCOC(=O)N1CCN(C(=O)C2CCN(S(=O)(=O)c3c(C)cc(C)cc3C)CC2)CC1,-2%,-107*,2%,-8%,-14%,111%[activator]
CC(C)CCN1C(=O)c2ccc(C(=O)N3CCCCC3)cc2C1=O,-12%,-30,nt,8%,3%,29%

# Of the compounds above, 2 contain an aryl methoxy group.
SMILES,AmpC inh detg,HCMV inh,FBPA Giardia inh,Sm TGR inh,HCV inh,AmpC no deterg
COc1ccc(NC(=O)c2ccc(NC(=O)c3ccco3)cc2)c(OC)c1,-5%,-36,3%,-7%,?,-32%
CCC(=O)Nc1ccc(C(=O)NNC(=O)c2cc(OC)c(OC)c(OC)c2)cc1,1%,12,3%,6%,4%,-10%

# (cont.)
SMILES,AmpC inh detg,HCMV inh,FBPA Giardia inh,Sm TGR inh,HCV inh,AmpC no deterg
CC(OC(=O)COc1ccccc1[N+](=O)[O-])C(=O)Nc1ccc(N2CCOCC2)cc1 (centres undefined),-8%,45,-5%,-2%,10%,-2%
Cc1cc(C)c2c(=O)c3c(oc2c1)C(=O)N(CCO)C3c1cccc(O)c1 (centres undefined),-5%,-12,-13%,-7%,?,-22%
CCN(CC)S(=O)(=O)c1ccc(NC(=O)c2cc(C(=O)OC)cc([N+](=O)[O-])c2)cc1,-3%,-29,22%,-1%,?,1%
Cc1ccc(Cl)c2sc(NC(=O)C3=COCCO3)nc12,6%,68,nt,10%,?,41%
O=S(=O)(NCc1cccnc1)c1ccc2c(c1)OCCO2,0%,-4,-1%,3%,-9%,-12%
CCn1c(CNC(=O)c2cc(OC)c(OC)c(OC)c2)cc2cc(C)ccc21,-10%,-7,5%,10%,?,101%[activator]
CCCCn1c(SCC(=O)NC(C)(C)C)nnc1-c1ccco1,-3%,-21,0%,?,22%,10%
CC1=NN(C(=O)c2ccccc2Br)C(O)(c2ccc(Cl)cc2)C1 (centres undefined),-5%,5,4%,-22%,8%,-14%
CC(=O)Nc1cc(C(=O)NCc2ccc(C)cc2)ccc1Sc1ccc(C)cc1,7%,-12,nt,8%,nt,nt
CCOC(=O)c1ccc(-c2ccc(-c3cc(=O)oc4cc(OC)c(OC)c(OC)c34)cc2)cc1,nt,0,-1%,nt,-8%,-12%
CC(C)(C)OC(=O)N1CCC[C@@H]1CO,-18%,nt,-1%,-15%,6%,-10%
C=CCSc1nnc(CNC(=O)c2ccc(Cl)cc2)n1CC,-1%,-21,-21%,-3%,-14%,-6%[2.29 µM]
Cc1ccc(N(Cc2cc(=O)[nH]c3ccccc23)C(=O)CCl)cc1,-2%,-101*,-5%,3.2µM*,11µM*,12%
CN(Cc1ccccc1)C1=CC(=[N+]2CCCCC2)CC(C)(C)C1,-2%,-77*,3%,?,2.8µM*,-2%
COc1ccc(Br)cc1CN1CCN(C(=O)Cc2ccccc2)CC1,2%,-26,-20%,6%,-2%,115%[activator]

# Sorted by heavy-atom count (highest first): 4 of the compounds above.
SMILES,AmpC inh detg,HCMV inh,FBPA Giardia inh,Sm TGR inh,HCV inh,AmpC no deterg
Cc1ccc(N(Cc2cc(=O)[nH]c3ccccc23)C(=O)CCl)cc1,-2%,-101*,-5%,3.2µM*,11µM*,12%
CCCCn1c(SCC(=O)NC(C)(C)C)nnc1-c1ccco1,-3%,-21,0%,?,22%,10%
C=CCSc1nnc(CNC(=O)c2ccc(Cl)cc2)n1CC,-1%,-21,-21%,-3%,-14%,-6%[2.29 µM]
O=S(=O)(NCc1cccnc1)c1ccc2c(c1)OCCO2,0%,-4,-1%,3%,-9%,-12%

# (continued)
SMILES,AmpC inh detg,HCMV inh,FBPA Giardia inh,Sm TGR inh,HCV inh,AmpC no deterg
CCCCOc1ccccc1Cn1c(=O)sc2ccccc21,22%,-3,nt,6%,nt,nt
COc1cc(NC(=O)COc2ccc(F)cc2)nc(OC)n1,?,-16,1%,1%,7%,-12%
Cc1cccc(-n2ncc3c(N4CC(C)CC(C)C4)ncnc32)c1 (centres undefined),-13%,-4,-7%,0%,?,0%
COc1ccc(Cn2c(=O)[nH]c3cc(C(=O)N4CCN(c5ccc(OC)cc5)CC4)ccc3c2=O)cc1,7%,nt,-3%,4%,?,-13%
Cc1ccc(-n2nc(C(=O)O)cc2-c2ccccc2)cc1,3%,8,10%,-10%,8%,-45%
O=C(O)c1cc(-c2ccccc2)on1,1%,-19,-3%,2%,-4%,-26%
CC1CCCN(C(=O)c2ccc3nc[nH]c3c2)C1 (centres undefined),?,4,-8%,1%[11.4 µM],8%,-13%
CC1(C)C2CCC1(CS(=O)(=O)N1CCCc3ccccc31)C(=O)C2 (centres undefined),-4%,43,0%,-19%,7%,2%
CC(C)c1nnc(NC(=O)COc2ccc3ccccc3c2)s1,-8%,3,nt,0%,9%,-16%
CS(=O)(=O)c1ccccc1-c1nnc(NC(=O)Cc2ccccc2)o1,-7%,-16,nt,-1%,?,-7%
COc1ccccc1N1CC(C(=O)OC(C)C(=O)N2CCCc3ccccc32)CC1=O (centres undefined),?,2,10%,0%,-18%,61%[activator]
Cc1nc2cccnc2n1C1CCN(C(=O)Nc2ccccc2C(F)(F)F)CC1,10%,0,nt,0%,nt,nt
CCOC(=O)C1(Cc2cccc(OC)c2)CCN(C(C)COC)CC1 (centres undefined),2%,-7,7%,1%,11%,17%
CCCn1nc2cc(C(=O)NCc3ccccc3OC)ccc2c1OCC,?,-29,2%,5%,?,23%
CCOC(=O)c1cccc(NS(=O)(=O)c2cc(-c3cnc(C4CC4)o3)ccc2C)c1,7%,-24,nt,4%,nt,nt

# Entries of single compounds, looked up by structure. Values in the order: AmpC inh detg | HCMV inh | FBPA Giardia inh | Sm TGR inh | HCV inh | AmpC no deterg
# `Cc1nc2cccnc2n1C1CCN(C(=O)Nc2ccccc2C(F)(F)F)CC1` is listed with 10% | 0 | nt | 0% | nt | nt
# `CC(C)c1nnc(NC(=O)COc2ccc3ccccc3c2)s1` is listed with -8% | 3 | nt | 0% | 9% | -16%

# Reformatted with bars between the fields: entries from further up.
Compound | AmpC inh detg | HCMV inh | FBPA Giardia inh | Sm TGR inh | HCV inh | AmpC no deterg
CCCn1nc2cc(C(=O)NCc3ccccc3OC)ccc2c1OCC | ? | -29 | 2% | 5% | ? | 23%
CC1CCCN(C(=O)c2ccc3nc[nH]c3c2)C1 (centres undefined) | ? | 4 | -8% | 1%[11.4 µM] | 8% | -13%
CC1(C)C2CCC1(CS(=O)(=O)N1CCCc3ccccc31)C(=O)C2 (centres undefined) | -4% | 43 | 0% | -19% | 7% | 2%
COc1cc(NC(=O)COc2ccc(F)cc2)nc(OC)n1 | ? | -16 | 1% | 1% | 7% | -12%

# Next part:
SMILES,AmpC inh detg,HCMV inh,FBPA Giardia inh,Sm TGR inh,HCV inh,AmpC no deterg
COc1ccc(Cl)cc1NC(=O)N1CCC(CN2CCCCCC2)CC1,9%,-1,nt,-34%,nt,nt
CCc1nc(N2CCOCC2)c(C#N)c2c1CCCC2,?,-38,10%,-5%,?,8%
O=C(O)c1ccc(S(=O)(=O)N2CCOCC2)o1,-5%,-5,-7%,-4%,1%,-12%
N#Cc1c2c(c(-c3ccco3)[nH]c1=O)CCCC2,?,13,0%,0%,10%,-22%
O=C(CSc1nnc2ccccn12)NNC(=O)c1ccccc1F,nt,-16,nt,nt,8%,-21%
Cn1c(=O)c2c(nc(N3CCN(c4ccccn4)CC3)n2Cc2ccccc2Cl)n(C)c1=O,-5%,-1,0%,15%,?,-13%
Cc1ccc2nc(NC(=O)c3ccc(-c4nc5ccccc5s4)s3)sc2c1,?,-33,3%,-6%,-2%,-16%
Cc1cc2c(cc1C)C(c1ccsc1)CC(=O)N2 (centres undefined),5%,-11,13%,6%,22%,9%
O=C(O)c1ccc(CSCc2c(F)cccc2Cl)o1,-15%,6,?,-11%,2%,-9%
CC(=O)c1cccc(NC(=O)C2CCN(C(=O)c3cnn(-c4ccccc4)c3-n3cccc3)CC2)c1,9%,-8,nt,1%,nt,nt
COc1cc(CN2CCC(n3nccc3NC(=O)C3CCOC3)CC2)ccc1F (centres undefined),-1%,?,nt,2%,-11%,4%
CCOC(=O)Cn1c(=N)n(Cc2ccccc2F)c2ccccc21,-5%,31,-5%,14%,25%,-32%
O=[N+]([O-])c1ccc(C2=Nc3cc(Cl)ccc3OC2)cc1,?,113,-4%,-18%,5%,4%[2.29 µM]
